Bioassay records (PubChem BioAssay)
aSyn rescue: rescues yeast growth from alpha-synuclein toxicity. Yeast expressing alpha-synuclein, growth rescue, BacTiter-Glo, 24 h. AID 652106. Potency, µM (doses to about 46.1 µM), without a hit: at the highest dose growth rescue (activation), most hits filed as activators. hit rate 0.14% among 370,000; also: potency is read from the fitted curve at half-maximal effect; % of control where 0% means no effect; nearly all actives have a fitted effect of over 65% in size
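Screening used galactose-induced yeast with toxic alpha-synuclein levels, exposed to compound for 24 hr at 30 deg C. Cell growth, read with BacTiter-Glo luminescence, gave the measured signal.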
Abeta rescue: A-beta toxicity reversal in yeast; yeast expressing A-beta42, growth rescue, OD600, 48 h; response scale: 0% DMSO, 100% iron-clioquinol control; Potency, µM (highest dose often 46.1 µM), for the others: at the highest dose growth rescue, actives largely listed as activators; hit rate 0.063% among 410,000; AID 1347071; also: potency is read from the fitted curve at half-maximal effect; nearly all actives have a fitted effect of over 55% in size
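Yeast A-beta toxicity model in growth medium with pinned compounds, 48 h at 30 C; growth read as absorbance at 600 nm. Normalized to FeCl3/clioquinol equimolar mix (positive) and DMSO (negative).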
DRD3 antagonist: antagonists of human D3 dopamine receptor | P35462 | D3R cells, DiscoveRx beta-arrestin luminescence, antagonist mode; active compounds read low | max response, negative = inhibition, % | hit rate 2.5% among 360,000; in the data active = max response below about -50%; inconclusive = no clear call, values can overlap the other calls; also: % is scaled to controls: 0 for no effect and ±100 for the full control effect; mostly tested at two doses, the higher about 12 µM
Target sequence (P35462 whole entry, looked up): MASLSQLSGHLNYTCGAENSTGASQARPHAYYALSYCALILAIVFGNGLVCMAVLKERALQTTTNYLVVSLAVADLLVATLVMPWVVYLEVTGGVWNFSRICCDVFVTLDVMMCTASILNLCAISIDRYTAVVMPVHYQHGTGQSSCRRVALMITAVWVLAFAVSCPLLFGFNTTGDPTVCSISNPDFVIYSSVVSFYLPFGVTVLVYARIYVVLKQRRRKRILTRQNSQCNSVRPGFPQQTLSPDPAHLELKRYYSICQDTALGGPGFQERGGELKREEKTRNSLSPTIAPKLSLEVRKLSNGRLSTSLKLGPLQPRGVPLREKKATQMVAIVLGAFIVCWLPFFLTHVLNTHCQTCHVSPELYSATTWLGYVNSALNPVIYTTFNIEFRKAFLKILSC
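Cells plated overnight at 1500 cells/well, then exposed to library compounds with dopamine controls for 90 minutes at 37 degrees C. DiscoveRx reagent added for 30–60 minutes at room temperature; luminescence read, quantitative HTS format.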
pAkt inh: Akt phosphorylation inhibition; AID 651550; hit rate 0.32% among 360,000; activity change, % for hits at 50 µM; Neuro2A IGF-stimulated pAkt S473 HTRF, 20 min; active compounds read low; in the data active = activity change below about -80%; inconclusive = mostly about -51% to -80%; also: % is scaled to controls: 0 for no effect and ±100 for the full control effect
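Neuro2A cells (4,500/well, DMEM with 0.5% FBS) were treated with compound at a single 50 µM final concentration, stimulated with 6 nM IGF for 20 min at 37 °C, and lysed. Phospho-Akt Ser473 was read by HTRF as 665/615 ratio ×10^4.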
TDP-43 yeast inh: rescues yeast growth from TDP-43 toxicity; TDP-43 expressing yeast growth rescue, BacTiter-Glo, 24 h; Potency, µM (highest dose often 46.1 µM), for the others: at the highest dose growth rescue (activation), actives largely listed as activators; hit rate 1.8% among 410,000; AID 652104; also: potency is read from the fitted curve at half-maximal effect; % of control where 0% means no effect; nearly all actives have a fitted effect of over 50% in size
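Galactose-induced TDP-43 yeast, OD600=0.02, compound pinned; 24 hr, 30 deg C; BacTiter-Glo luminescence for growth. Inhibitors of TDP-43 toxicity read as activators.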
GLP-1R agonist: GLP-1 receptor (human) agonism; hit rate 0.007% among 380,000; AID 624172; Potency, µM (doses to about 45.6 µM), for the others: top-dose activation, actives largely listed as activators; HEK293 GLP-1R CRE-luciferase, luminescence, 4-6 h; cells express a hypersensitive GLP-1R form; also: potency is read from the fitted curve at half-maximal effect; % of control where 0% means no effect
Target sequence (P43220 whole entry, looked up): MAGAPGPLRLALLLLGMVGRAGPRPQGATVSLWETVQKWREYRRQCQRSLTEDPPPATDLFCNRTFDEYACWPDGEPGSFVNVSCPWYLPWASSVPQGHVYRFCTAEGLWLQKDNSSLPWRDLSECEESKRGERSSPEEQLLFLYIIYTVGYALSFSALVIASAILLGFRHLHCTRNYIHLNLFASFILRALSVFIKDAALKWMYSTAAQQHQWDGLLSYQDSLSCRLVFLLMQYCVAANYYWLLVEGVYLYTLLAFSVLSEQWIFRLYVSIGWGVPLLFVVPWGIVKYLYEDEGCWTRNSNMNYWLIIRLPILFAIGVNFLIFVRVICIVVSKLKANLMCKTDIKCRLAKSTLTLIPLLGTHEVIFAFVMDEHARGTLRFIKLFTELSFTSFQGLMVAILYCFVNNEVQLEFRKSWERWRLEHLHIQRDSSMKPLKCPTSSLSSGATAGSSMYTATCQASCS
PTHR1 agonist: PTHR1 (human) receptor agonism | Potency, µM (titrated, usually from 115 µM), inactives show top-dose activation, most hits filed as activators | Q03431 | HEK293 GP2 PTHR1 cells, GloSensor cAMP luminescence, 1 h | hit rate 0.075% among 410,000; also: potency is read from the fitted curve at half-maximal effect; nearly all actives have a fitted effect of over 55% in size; some results filed as inactive show a strong effect at the top dose; inactives centre near -15; many of its hits are not listed in these tables
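HEK-293-derived GP2 cells expressing PTHR1 and a GloSensor cAMP reporter, 3,000/well, plated overnight, given luciferin plus IBMX (each 0.5 mM as added) for 1 h at 37 °C, then compound for 1 h at 37 °C. Luminescence was read after 15 min at room temperature.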
GLP-1R inv ag: inverse agonists of human GLP-1 receptor | AID 624417 | hit rate 1.6% among 410,000 | Potency, µM (titrated, usually from 38.3 µM), inactives show at the top dose activity change, negative = inhibition, actives largely listed as inhibitors | P43220 | HEK293 GLP-1R CRE-luciferase, luminescence, 24 h; GLP-1R form is constitutively active; also: potency is read from the fitted curve at half-maximal effect; % is scaled to controls: 0 for no effect and ±100 for the full control effect; nearly all actives have a fitted effect of over 55% in size
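Using stably transfected HEK293 (constitutively active GLP-1R, cAMP-luciferase reporter), compounds were incubated 24 hr and luciferase measured by luminescence.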
FUS suppressor: FUS proteinopathy suppression in yeast; S. cerevisiae FUS-expressing, growth rescue, OD600, 24 h; Potency, µM (series often up to 76.6 µM), for the others: at the top dose growth rescue (activation), actives largely listed as activators; hit rate 0.24% among 390,000; AID 1347120;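 also: potency is read from the fitted curve at half-maximal effect; plate controls were DMSO vehicle for no effect and reference control for full effect; nearly all actives have a fitted effect of over 55% in size; some results filed as inactive show a strong effect at the top dose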
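Galactose (2%) drives FUS expression in yeast precultured in raffinose; seeding density OD 0.005. Test compounds incubated 24hr at 30C and 99% humidity before absorbance at 600 nm was measured.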
* hit, by the source's call; i = inactive; ? = inconclusive; · = no result given; [ ] = dose if it differs, or a comment. Unless noted, calls follow the shape of the dose curve; as a rule, active = well fitted curve in the direction sought with a large enough effect; inconclusive = small, poorly fitted or top-dose-only effect, or another doubt; inactive = no such curve, though single readings can be large; an effect the other way counts as inactive or inconclusive. This is a subset; count on the stated rates, not on these rows.

SMILES | Abeta rescue | pAkt inh | aSyn rescue | GLP-1R agonist | FUS suppressor | GLP-1R inv ag | DRD3 antagonist | TDP-43 yeast inh | PTHR1 agonist
Cc1cc(=O)oc2cc(OCc3ccc(C(=O)OCC(=O)NC4CCS(=O)(=O)C4)cc3)ccc12 (stereo not given) | -9.8% | i | 11.9% | 1.2% | 11.7% | 1.0% | -5.5 | -11.5% | -16.9%
Cc1ccc(N(C(=O)Cn2nnc3ccccc32)C(C(=O)NC2CCCCC2)c2cn(C)nc2C)cc1 (stereo not given) | -3.0% | i | -0.8% | 1.1% | 6.0% | 3.4% | -8.5 | -32.9%[inhibitor] | i
CN(CCO)c1nc2c(c(=O)n(Cc3ccc(Cl)cc3)c(=O)n2C)n1C | -10.4% | i | -1.6% | 19.6% | 3.8% | 9.5% | -5.0 | -10.3% | -37.8%[inhibitor]
O=C(Cc1cccs1)N(Cc1cccs1)C1(C(=O)NC2CCCCC2)CCCCC1 | -1.7% | i | -4.2% | -6.5% | 8.1% | 0.0% | 3.3 | 2.3% | i
Cn1cnc([N+](=O)[O-])c1Oc1ccc2ccccc2c1 | -27.2% | i | 3.6% | -10.1% | · | ? | -8.3 | 23.2% | -24.7%
COc1ccc(C(=O)C(C)OC(=O)c2cccc(S(=O)(=O)Nc3c(C)n(C)n(-c4ccccc4)c3=O)c2)cc1 (stereo not given) | 10.0% | i | 7.8% | -10.0% | 23.2% | ? | 0.0 | -10.8% | -9.0%
N#Cc1c(Sc2ncc(C(F)(F)F)cc2Cl)nsc1C/C=N\OCc1c(F)cccc1Cl | 4.6% | i | 0.2% | -14.1% | 37.1% | ? | 43.3 | -8.5% | -8.0%[57.5 µM]
COc1ccccc1C(=O)NC1(C(F)(F)F)C(=O)Nc2c1c(=O)[nH]c(=O)n2-c1ccc(F)cc1 (stereo not given) | -15.3% | · | -8.5% | -4.2% | -1.0% | -5.0% | · | -4.9% | i
CCOC(=O)c1c(NC(=O)COC(=O)/C=C/c2ccccc2)sc(C(=O)NC)c1C | -3.1% | i | -8.9% | 5.3% | -11.5% | -9.1% | 9.3 | 15.7% | i
C=CCc1cccc(C=Nc2ccc(Br)cc2)c1O | -1.4% | i | -6.5% | 7.6% | -41.4% | -20.6% | 2.4 | 11.1% | i
CCn1c(SCC(=O)Nc2nnc(C)s2)nnc1-c1ccco1 | -16.2% | i | -10.9% | -1.3% | 22.7% | 1.1% | 5.5 | -11.0% | i
CC(C)(C)OC(=O)CC[C@@H](C(=O)N1CCN(C(=O)OC(C)(C)C)CC1)n1cc(C(Cc2ccc(O)cc2)NC(=O)OC(C)(C)C)nn1 (stereo not given in full) | 4.6% | i | 1.0% | -5.2% | ? | ? | 56.0 | ? | -24.2%
Cc1c(C(=O)O)cccc1-n1c(C)cc(/C=N/NC(=O)c2cc3ccccc3o2)c1C | -0.4% | i | -2.3% | -2.4% | 11.3% | 7.1% | -7.7 | 12.1% | -0.6%
COc1ccc(C(=O)Nc2sc(C)c(-c3ccccc3)c2C#N)cc1OC | -12.7% | i | 15.2% | 1.3% | 24.9% | ? | -12.5 | 0.7% | -39.6%[inhibitor]
COc1ccc(N(CC(=O)Nc2ccccc2F)S(=O)(=O)c2ccc(C)c([N+](=O)[O-])c2)cc1 | 14.9% | i | -4.3% | 14.4% | 14.2% | ? | 3.0 | -18.0% | -16.9%
COC(=O)Cc1c(C)c2ccc(OCC(=O)NCc3ccc4c(c3)OCO4)cc2oc1=O | 1.8% | i | 0.5% | 1.5% | -52.8%[inhibitor] | 13.1% | 13.4 | -1.7% | -23.8%[57.5 µM]
CC(C)(C)c1ccc(/C=C/C(=O)N2CCN(c3ncccn3)CC2)cc1 | -5.9% | i | 0.5% | 11.9% | 16.6% | ? | 1.5 | 0.0% | -19.6%
COc1ccc(NC(=O)c2ccco2)cc1NC(=O)c1cc2ccccc2o1 | 0.7% | i | -2.1% | 0.4% | 6.1% | 8.0% | -17.2 | ? | -27.6%
COc1cc2c(cc1NC(=O)C(C)Sc1ccc(C)cc1)oc1ccccc12 (stereo not given) | -6.7% | i | -1.3% | 2.1% | -1.1% | ? | 8.7 | -12.3% | -11.2%[57.5 µM]
CSc1ncccc1C(=O)N1CCN(S(=O)(=O)c2ccc3c(c2)OCCO3)CC1 | -15.0% | i | -3.2% | -2.1% | -8.5% | 17.1% | -7.7 | 7.7% | -18.7%
O=C(COC(=O)c1cccnc1Nc1ccccc1F)NCc1ccc2c(c1)OCO2 | 5.5% | i | -1.1% | -11.4% | 14.6% | 23.2% | 23.5 | 24.9% | -20.7%
CCOC(=O)C1CCN(C(=O)c2sc3nc(-c4ccccc4)cn3c2C)CC1 | 0.0% | i | -1.7% | 0.9% | · | -6.1% | -12.5 | ? | -82.6%[inhibitor]
COc1ccccc1/C=C/C(=O)Nc1cccc(C(C)=O)c1 | -14.1% | i | -5.5% | 7.9% | 17.2% | -20.9% | -4.1 | 16.8% | -8.3%
COc1ccccc1NC(=O)COC(=O)c1ccccn1 | -4.3% | i | -4.5% | -0.2% | 7.0% | -10.9% | 6.4 | -14.9% | -4.9%
O=C(NC(=S)Nc1ccc(CN2CCCCC2)cc1)c1cc2ccccc2o1 | -11.1% | i | -3.4% | -4.8% | 22.7% | 8.2% | -12.8 | -2.6% | 2.5%
Cc1cccc(C(=O)NNC(=O)c2csc(N3CCOCC3)n2)c1C | 6.9% | i | 14.9% | -7.0% | 5.3% | 9.7% | -9.4 | 16.4% | -4.1%
COC(=O)N1CC(C)N(C(=O)OC)CC1C (stereo not given) | -6.7% | i | -5.6% | -7.7% | -4.7% | 0.5% | -11.1 | 2.8% | -9.6%[57.5 µM]
CC(C)(C)C(=O)N1CCCC1C(=O)O (stereo not given) | 17.8% | i | -1.6% | -5.3% | 14.4% | 11.7% | 10.0 | -5.6% | i
COC(=O)c1cnn(-c2nc3c(C)cccc3s2)c1C | -7.5% | · | -3.2% | 11.4% | -21.5% | 5.0% | 21.2 | -8.4% | -5.6%[57.5 µM]
CCCN1C(=O)C(O)(c2c(C)[nH]c3ccccc23)c2ccccc21 (stereo not given) | 26.8% | i | 17.5% | -3.8% | 7.1% | ? | 3.3 | 7.9% | -35.4%[inhibitor]
Cn1ccc2cc(S(=O)(=O)N3CCN(C(=O)Nc4ccccc4F)CC3)ccc21 | -15.0% | · | 1.1% | -3.7% | 22.6% | 5.3% | · | ? | -11.6%
O=S(=O)(Nc1ccc(Cl)cn1)c1cccs1 | 21.5% | i | 10.4% | -3.9% | 3.0% | 0.0% | -14.0 | ? | i
O=C(NCC1COc2ccccc2O1)C1CCCN(S(=O)(=O)c2cccc3nsnc23)C1 (stereo not given) | 18.0% | i | 0.0% | -3.8% | 5.0% | ? | 8.5 | 15.6% | -19.0%[57.5 µM]
CCn1cc(S(=O)(=O)c2cccc(Cl)c2)c(=O)c2cc(F)c(N3CCN(c4ccccc4)CC3)cc21 | 4.2% | · | · | · | 17.8% | 2.8% | · | ? | 8.7%
CC(=O)Oc1ccc(Cn2c(C)c(C(=O)NC3CC3)sc2=O)cc1 | -9.8% | i | -6.6% | 3.7% | -26.8% | 0.0% | 12.6 | -15.2% | -9.3%
COc1ccc(CCNC(=O)c2cnc3ccccc3n2)cc1 | 2.3% | i | 6.6% | 13.0% | -8.8% | 13.8% | 1.3 | ? | -20.5%
O=C(NCc1ccccc1Br)c1ccc(-n2cnc3cccnc32)cc1 | -16.7% | · | · | · | 29.8% | 7.5% | · | 22.9% | i
CN1CC(=O)Nc2ccccc2C1=O | 2.8% | i | 5.3% | -8.1% | -32.8% | 7.6% | 22.3 | 4.4% | 10.8%
COc1ccc(OC)c(NS(=O)(=O)c2ccc(SC)cc2)c1 | 21.4% | i | 15.9% | -4.2% | 13.5% | ? | -11.1 | ? | -12.1%[57.5 µM]
CCC(C)(C)NC(=O)CCn1c(-c2ccccc2)cc(C(C)=O)c1C | -0.4% | i | 7.0% | 0.2% | -11.8% | -10.6% | 9.8 | 19.6% | i
O=C(N/N=C/c1cc(Cl)cc([N+](=O)[O-])c1O)c1ccccc1NS(=O)(=O)c1cccs1 | -14.2% | i | 1.8% | -7.8% | 3.5% | 9.1% | ? | 19.3% | -27.5%
O=C(C1CCN(S(=O)(=O)c2cnc[nH]2)CC1)N1CCN(c2ccc([N+](=O)[O-])cc2)CC1 | -13.5% | i | -0.4% | -1.8% | -2.3% | 13.4% | -11.7 | -14.9% | i
COc1ccc(CNN2CCCCC2C(=O)Nc2ccc(OC)c(OCC(C)C)c2)cc1OC (stereo not given) | 1.2% | i | 3.5% | 17.6% | 10.1% | 15.2% | 15.1 | 4.9% | -10.2%
CCc1ccc(OCCSc2nc3ccccc3n2CCC(=O)O)cc1 | -0.5% | i | -0.1% | 3.9% | -7.1% | -13.7% | -4.1 | 7.1% | 4.3%
Cc1ccc(C)c(S(=O)(=O)N2CCN(C(=O)[C@H](C)N3C(=O)C4CC=CCC4C3=O)CC2)c1 (stereo not given in full) | 10.1% | i | 8.2% | -2.2% | -0.1% | 6.5% | 0.1 | 21.4% | i
